All columns: NCI-60 one-dose screen, growth in % after 48 h at 10 µM unless noted; 100 = growth as untreated, 0 = no growth, -100 = all killed.
IGROV1 – IGROV1 ovarian cancer. 79,000 compounds, 4.7% hits
DU-145 – DU-145 prostate cancer. 81,000 compounds, 4.2% hits
OVCAR-8 – OVCAR-8 ovarian cancer; 81,000 compounds, 4.4% hits; AID 1794782
OVCAR-5 – OVCAR-5 ovarian cancer; 82,000 compounds, 2.9% hits
OVCAR-3 – OVCAR-3 ovarian cancer. 79,000 compounds, 7% hits
OVCAR-4 – OVCAR-4 ovarian cancer cells. 80,000 compounds, 3.7% hits. AID 1794784
SK-OV-3 – SK-OV-3 ovarian cancer cells. 80,000 compounds, 3.2% hits
NCI/ADR-RES – NCI/ADR-RES ovarian cells. 81,000 compounds, 4.4% hits
An asterisk follows results filed as active; . = not tested or not shown; & = joins results of further samples. The calls were made as follows: active = growth percent below 10; inactive = the rest.

Key to letters – A = IGROV1; B = DU-145; C = OVCAR-8; D = OVCAR-5; E = OVCAR-3; F = OVCAR-4; G = SK-OV-3; H = NCI/ADR-RES
canonical_smiles: CC1(C)OC(=O)C(=Cc2ccccc2Cl)C(=O)O1
  A: 100	B: 110	C: .	D: 97	E: 114	F: 108	G: 106	H: 108
canonical_smiles: N#Cc1c(-c2cccs2)cc(-c2cnccn2)nc1SCC(=O)Nc1ccc(C(F)(F)F)cc1
  A: 98	B: 103	C: 101	D: 104	E: 110	F: 98	G: 99	H: 96
canonical_smiles: C=CCNC(=S)N/N=C/C=C/C
  A: 104	B: 100	C: 106	D: 95	E: 110	F: 95	G: 96	H: 110
canonical_smiles: C=CCn1c(-c2ccc(/C=C/c3ccc(-c4nc5ccccc5[nH]4)cc3)cc2)nc2ccccc21
  A: 102	B: 104	C: 103	D: 115	E: 100	F: 79	G: 103	H: 98
canonical_smiles: Clc1ccc(/C=N/c2ccccn2)cc1
  A: 100	B: 120	C: 101	D: 107	E: 106	F: 101	G: 104	H: 110
canonical_smiles: CN1CCN(c2ccc3c(c2)nc(NNC(=O)c2ncccn2)c2cccn23)CC1
  A: 11	B: 1.6*	C: -4.4*	D: -63*	E: -23*	F: -42*	G: -13*	H: 4.2*
canonical_smiles: COc1cc(/C=C2\SC(N3CCCCC3)=NC2=O)ccc1OCCOc1ccc(/C=C2\SC(N3CCCCC3)=NC2=O)cc1OC
  A: 112	B: 118	C: 108	D: 97	E: 121	F: 104	G: 117	H: 110
canonical_smiles: COc1ccc(N2C(=O)/C(=C/C3=Cc4ccccc4OC3)SC2=S)c(OC)c1
  A: 104	B: 103	C: 99	D: 100	E: 103	F: 82	G: 106	H: 97
canonical_smiles: C(=NCC1CCC(CN=Cc2ccco2)CC1)c1ccco1 (stereo not drawn)
  A: 110	B: 109	C: 104	D: 117	E: 108	F: 112	G: 108	H: 110
canonical_smiles: O=C(Nc1ncc(Cc2ccccc2)s1)C1=NCCCCN1
  A: 113	B: 111	C: 110	D: 106	E: 114	F: 106	G: 106	H: 106
canonical_smiles: O=C(Nc1ccc(Cl)c(C(F)(F)F)c1)N1CCN(c2cc(-c3cn(-c4ccccc4)nc3-c3cccc(O)c3)ccn2)CC1
  A: 11	B: 22	C: 8.1*	D: -35*	E: 13	F: 14	G: 24	H: -24*
canonical_smiles: CC(/C=C1\SC(=S)N(CCC(=O)NC(Cc2ccccc2)C(=O)O)C1=O)=C\c1ccccc1 (stereo not drawn)
  A: 110	B: 106	C: 106	D: 126	E: 101	F: 92	G: 81	H: 108
canonical_smiles: CCc1cc2c(c3c1C(=O)CC3)C(C)(C)CCC2(C)C
  A: 102	B: 113	C: 103	D: 92	E: 114	F: 113	G: 95	H: 104
canonical_smiles: COc1cc(-c2nc3c(ncc4ccc(=O)[nH]c43)s2)cc(OC)c1OC
  A: 100	B: 102	C: 109	D: 96	E: 104	F: 109	G: 102	H: 93
canonical_smiles: c1ccc(NC2CCCCC2)cc1
  A: 90	B: 115	C: 99	D: 84	E: 108	F: 103	G: 99	H: 91

New compounds follow:
Key to letters – A = IGROV1; B = DU-145; C = OVCAR-8; D = OVCAR-5; E = OVCAR-3; F = OVCAR-4; G = SK-OV-3; H = NCI/ADR-RES
canonical_smiles: CCCCOC(=O)c1ccccc1OC
  A: 117	B: 113	C: 96	D: 103	E: 116	F: 100	G: 120	H: 101
canonical_smiles: N#Cc1c(Nc2ccccc2)nn2c(-c3ccc(Br)cc3)ccnc12
  A: 98	B: 103	C: 100	D: 104	E: .	F: 99	G: 103	H: 99
canonical_smiles: O=c1[nH]c(=O)n(CCCc2ccccc2)cc1-c1ccccc1
  A: .	B: 114	C: 102	D: 99	E: 112	F: .	G: 114	H: 100
canonical_smiles: COc1ccc(OC)c(/C=C/c2ccc([N+](=O)[O-])cc2)c1
  A: 88	B: 106	C: 95	D: 99	E: 90	F: 70	G: 108	H: 95
canonical_smiles: COc1cc(-c2nc3sccn3c2-c2ccnc(NCCCNS(=O)(=O)c3ccc(F)cc3)n2)ccc1F
  A: 70	B: 76	C: 27	D: 112	E: 66	F: 52	G: 90	H: 34
canonical_smiles: Cc1c(-n2nnc(-c3nc4ccccc4s3)c2N)c(=O)n(-c2ccccc2)n1C
  A: 90	B: 115	C: 102	D: 93	E: 107	F: 105	G: 98	H: 92
canonical_smiles: O=[N+]([O-])c1ccc2nc[nH]c2c1
  A: 96&108	B: 116&120	C: 99&102	D: 106&112	E: 99&124	F: 110	G: 106&118	H: 94&118
canonical_smiles: OC(CN1CCOCC1)C(c1ccccc1)c1ccccc1 (stereo not drawn)
  A: 106	B: 106	C: 102	D: 95	E: 114	F: 96	G: 97	H: 102
canonical_smiles: COc1cccc(C(=O)NNC(=O)c2ccc3ccccc3c2)c1
  A: 127	B: 116	C: 104	D: 110	E: 122	F: 105	G: 112	H: 104
canonical_smiles: COC(=O)/C(CCC=C(C)C)=C1\[C@@H](OC(C)=O)C[C@@]2(C)[C@H]1C[C@@H](O)[C@H]1[C@@]3(C)CC[C@H](N4CCOC4)[C@@H](C)[C@@H]3CC[C@@]12C
  A: 96	B: 101	C: 92	D: 104	E: 109	F: 96	G: .	H: 95
canonical_smiles: COc1ccc(-c2cs/c(=N\N=C\c3ccccc3F)n2-c2ccccc2)cc1
  A: 57	B: 69	C: 53	D: 80	E: 69	F: 74	G: 69	H: 62
canonical_smiles: O=C1NC(=Nc2cccc(C(F)(F)F)c2)S/C1=C\c1cccs1
  A: 99	B: 95	C: 97	D: 97	E: 106	F: 84	G: 105	H: 101
canonical_smiles: CC(C)N1CCN(c2ccncc2S(=O)(=O)N2CCN(C)CC2)CC1
  A: 119	B: 110	C: 103	D: 97	E: 110	F: 96	G: 103	H: .
canonical_smiles: CN1C[C@@H](c2ccc(Cl)cc2)[C@]2(NC(=S)N(c3ccccc3)C2=O)[C@@]12C(=O)NC1C=CC(Br)=C[C@H]12 (stereo partly drawn)
  A: 56	B: 85	C: 70	D: 101	E: 77	F: 72	G: 77	H: 64
canonical_smiles: CN(C)CCOc1ccc(-c2nc3sccn3c2-c2ccnc(S(C)(=O)=O)n2)cc1
  A: 115	B: 112	C: 106	D: 107	E: 115	F: 96	G: 89	H: 102

Profiles, quoted from the list:
CN1CCN(c2ccc3c(c2)nc(NNC(=O)c2ncccn2)c2cccn23)CC1 as listed: IGROV1: 11; DU-145: 1.6*; OVCAR-8: -4.4*; OVCAR-5: -63*; OVCAR-3: -23*; OVCAR-4: -42*; SK-OV-3: -13*; NCI/ADR-RES: 4.2*
COc1cccc(C(=O)NNC(=O)c2ccc3ccccc3c2)c1 as listed: IGROV1: 127; DU-145: 116; OVCAR-8: 104; OVCAR-5: 110; OVCAR-3: 122; OVCAR-4: 105; SK-OV-3: 112; NCI/ADR-RES: 104
CN1C[C@@H](c2ccc(Cl)cc2)[C@]2(NC(=S)N(c3ccccc3)C2=O)[C@@]12C(=O)NC1C=CC(Br)=C[C@H]12 (stereo partly drawn) as listed: IGROV1: 56; DU-145: 85; OVCAR-8: 70; OVCAR-5: 101; OVCAR-3: 77; OVCAR-4: 72; SK-OV-3: 77; NCI/ADR-RES: 64

(list continues)
Key to letters – A = IGROV1; B = DU-145; C = OVCAR-8; D = OVCAR-5; E = OVCAR-3; F = OVCAR-4; G = SK-OV-3; H = NCI/ADR-RES
canonical_smiles: O=S(=O)(O)c1ccc2ccc(S(=O)(=O)O)cc2c1
  A: 109	B: 118	C: 118	D: 100	E: 110	F: 104	G: 102	H: 102
canonical_smiles: CN(C)c1ccc2cc(-c3ccc(Cl)c(Cl)c3)c(N)nc2c1
  A: 42	B: 56	C: 21	D: 55	E: 31	F: 9.1*	G: 60	H: 16
canonical_smiles: COc1ccc(/C=N/n2c(-c3ccccc3)cc(C)c(C#N)/c2=N\N)cc1OC
  A: 96	B: 102	C: 109	D: 111	E: 110	F: 92	G: 82	H: 110
canonical_smiles: CCCCCCCCCCCCCCCc1ccc(Cl)c(O)c1Cl (tested in a mixture with another compound)
  A: 97	B: 106	C: 92	D: 106	E: 112	F: 115	G: 111	H: 96
canonical_smiles: CCN1C(=O)N(CC)C2Nn3c(s/c(=C\c4ccc(OC)cc4)c3=O)=NC21 (stereo not drawn)
  A: 55	B: 67	C: 67	D: 84	E: 19	F: 64	G: 63	H: 44
canonical_smiles: COC(=O)c1ccc(CSc2nc(=O)n(Cc3ccc(F)cc3)c(=O)[nH]2)cc1
  A: 113	B: 121	C: 109	D: 99	E: 119	F: 90	G: 101	H: 108
canonical_smiles: COc1ccc(C(=O)C2CC2)cc1
  A: 108	B: 105	C: 108	D: 99	E: 122	F: .	G: 109	H: 106
canonical_smiles: COc1ccc2nc(Cl)c(/C=C/C(=O)c3ccc(NC(=O)CSc4nnc(-c5ccc(Br)cc5)n4-c4ccccc4)cc3)cc2c1
  A: 75	B: 99	C: 88	D: 100	E: 102	F: 99	G: 98	H: 96
canonical_smiles: O=C(NCc1ccc(Cn2c(=O)sn(-c3ccc(Cl)cc3)c2=O)cc1)OCc1ccc2c(Cl)cc(Cl)c(O)c2n1
  A: 49	B: 45	C: 38	D: 75	E: 64	F: 67	G: 76	H: 6.8*
canonical_smiles: O=c1onc(-c2cc3ccccc3nc2Cl)n1-c1ccccc1
  A: 95	B: 106	C: 98	D: 114	E: 96	F: 89	G: 70	H: 86
canonical_smiles: Cc1cc(N2CCN(C(C(=O)O)c3ccc(F)cc3)CC2)n(-c2ccccc2)n1 (stereo not drawn)
  A: 112	B: 108	C: 105	D: 98	E: 111	F: 122	G: 114	H: 101
canonical_smiles: CN1C(=O)N(C)C2Nn3c(s/c(=C\c4ccc[nH]4)c3=O)=NC21 (stereo not drawn)
  A: 100	B: 98	C: 100	D: 106	E: 112	F: 102	G: 111	H: 111
canonical_smiles: C=C1CCC2C3(C)COC(c4cc(F)cc(F)c4)OC3CCC2(C)C1C/C=C1/C(=O)OCC1O (stereo not drawn)
  A: -50*	B: -53*	C: -83*	D: -21*	E: -77*	F: -11*	G: 25	H: -11*
canonical_smiles: COC(=O)C[C@](O)(CCC(C)C)C(=O)O[C@@H]1C(OC)=C[C@]23CCC(=O)N2CCc2cc4c(cc2[C@H]13)OCO4
  A: 109	B: 110	C: 108	D: 102	E: 106	F: 103	G: 102	H: 101
canonical_smiles: O=S(=O)(Nc1cccnc1)c1cccnc1
  A: 98	B: 118	C: 105	D: 112	E: 112	F: 100	G: 101	H: 104

More entries:
Compound | IGROV1 | DU-145 | OVCAR-8 | OVCAR-5 | OVCAR-3 | OVCAR-4 | SK-OV-3 | NCI/ADR-RES
O=C(Nc1ccc(Nc2nncc3ccccc23)cc1)c1ccc(Cl)cc1 | 102 | 114 | 96 | 112 | 101 | 106 | 87 | 103
CSC1=C(C#N)C(N)=NN2C(=N1)C(c1nc3ccccc3s1)=Cc1cc(Br)ccc12 | 65 | 104 | 91 | 82 | 92 | 94 | 83 | 92
COc1ccc(C(C#N)c2ccc(OC)cc2)cc1 | 96 | 105 | 103 | 97 | 97 | 105 | 105 | 97
C[C@@H](Nc1c(C#N)cnc2ccc(-c3cnc(Cl)c(NS(C)(=O)=O)c3)cc12)c1ccccc1 | -30* | 7.7* | 16 | 4.8* | 4.3* | 0.5* | -7.0* | 31
O=c1c[n+](Cc2ccc(Cl)cc2)[nH]o1 | 109 | 130 | 104 | 108 | 114 | 99 | 111 | 102
CCCCN=C(N)N=C(N)N | . | 120&119 | 99&95 | 96&96 | 93&106 | 111&110 | 106&108 | 109&98
CC1(C)N=C(N)N=C(N)N1c1cccc(CN)c1 | 89 | 109 | 93 | 89 | 95 | 94 | 101 | 96
Oc1ccc(Cl)cc1C(c1cc(Cl)ccc1O)C(Cl)(Cl)Cl | 56 | -48* | 30 | 8.2* | -17* | 21 | 32 | 4.2*

(listing goes on)
Compound | IGROV1 | DU-145 | OVCAR-8 | OVCAR-5 | OVCAR-3 | OVCAR-4 | SK-OV-3 | NCI/ADR-RES
CC(=O)C(=Cc1ccc(F)cc1)C(C)=O | 94 | 108 | 89 | 92 | 97 | 106 | 109 | 101
Cc1cc(C)n(C(=O)c2sc(=S)n(-c3ccccc3)c2N=Nc2c(N)n[nH]c2N)n1 | 100 | 110 | 101 | 101 | 119 | 115 | 109 | 115
COc1cc(C(O)CCBr)c(OC)cc1C (stereo not drawn) | 86 | 101 | 97 | . | 91 | 95 | 89 | 95
O=C(NCCNC(=O)c1ccccc1)c1ccccc1 | 104 | 115 | 105 | 98 | 112 | 101 | 95 | 108
COc1ccc(C2c3sc4c(F)cccc4c3Oc3nc[nH]c(=O)c32)cc1 (stereo not drawn) | 46 | 98 | 89 | 84 | 88 | 85 | 97 | 84
O=S(=O)(Nc1ccccc1Cl)c1ccc(Br)cc1 | 114 | 105 | 91 | 108 | 104 | 94 | 88 | 103
CCCCCCCCNC(=O)/C(=C\c1ccc2c(c1)OCO2)NC(=O)c1ccccc1 | 99 | 105 | 101 | 123 | 107 | 106 | 107 | 99

Rewritten field by field: 4 of the compounds above.
COc1ccc(C2c3sc4c(F)cccc4c3Oc3nc[nH]c(=O)c32)cc1 (stereo not drawn)
  IGROV1: 46
  DU-145: 98
  OVCAR-8: 89
  OVCAR-5: 84
  OVCAR-3: 88
  OVCAR-4: 85
  SK-OV-3: 97
  NCI/ADR-RES: 84
Clc1ccc(/C=N/c2ccccn2)cc1
  IGROV1: 100
  DU-145: 120
  OVCAR-8: 101
  OVCAR-5: 107
  OVCAR-3: 106
  OVCAR-4: 101
  SK-OV-3: 104
  NCI/ADR-RES: 110
COc1ccc2nc(Cl)c(/C=C/C(=O)c3ccc(NC(=O)CSc4nnc(-c5ccc(Br)cc5)n4-c4ccccc4)cc3)cc2c1
  IGROV1: 75
  DU-145: 99
  OVCAR-8: 88
  OVCAR-5: 100
  OVCAR-3: 102
  OVCAR-4: 99
  SK-OV-3: 98
  NCI/ADR-RES: 96
O=c1[nH]c(=O)n(CCCc2ccccc2)cc1-c1ccccc1
  IGROV1: .
  DU-145: 114
  OVCAR-8: 102
  OVCAR-5: 99
  OVCAR-3: 112
  OVCAR-4: .
  SK-OV-3: 114
  NCI/ADR-RES: 100
